Tcruzi prolif: T. cruzi intracellular proliferation inhibitors, primary screen, cell-based, beta-gal Tulahuen parasites, NIH3T3 host, luminescence; T. cruzi beta-gal in NIH3T3, GalScreen luminescence, 90 h; inhibition, % at 8.34 µM; hit rate 5.9% among 77,000;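 active means mean inhibition above about 93%, with at least 55% of replicates each passing it, limit read from the data, passing the limit was not always enough; inconclusive means only one of those two conditions holds; inactive means neither condition holds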
C diff growth: C. difficile growth inhibitors, primary screen, HTS | Clostridium difficile clinical isolate growth, OD600, 24 h; hits give low values | growth activity, negative = inhibition, % at 16 µg/mL (by protocol) | hit rate 0.25% among 86,000;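 active means mean growth activity at or below -80% and every replicate also at or below -80%; inconclusive means mean at or below -80% but some replicate above -80%; inactive means mean growth activity above -80%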;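 further: 0% = DMSO wells and -100% = levofloxacin 16 µg/mL wells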
KDM4C inh: inhibitors of GASC-1 (KDM4C) histone demethylase, primary screen, biochemical, single concentration HTS; Lysine-specific demethylase 4C (Homo sapiens), Q9H3R0; GST-KDM4C 2-372, H3K9me3 peptide, LANCE TR-FRET; inhibition, % at 12.5 µM; hit rate 0.15% among 96,000;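 active means mean replicate inhibition above about 25%, with at least 55% of replicates also reaching it, limit read from the data, passing the limit was not always enough; inconclusive means only one of those two conditions met; inactive means neither condition met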
Target sequence (Q9H3R0 2-372 limits assumed): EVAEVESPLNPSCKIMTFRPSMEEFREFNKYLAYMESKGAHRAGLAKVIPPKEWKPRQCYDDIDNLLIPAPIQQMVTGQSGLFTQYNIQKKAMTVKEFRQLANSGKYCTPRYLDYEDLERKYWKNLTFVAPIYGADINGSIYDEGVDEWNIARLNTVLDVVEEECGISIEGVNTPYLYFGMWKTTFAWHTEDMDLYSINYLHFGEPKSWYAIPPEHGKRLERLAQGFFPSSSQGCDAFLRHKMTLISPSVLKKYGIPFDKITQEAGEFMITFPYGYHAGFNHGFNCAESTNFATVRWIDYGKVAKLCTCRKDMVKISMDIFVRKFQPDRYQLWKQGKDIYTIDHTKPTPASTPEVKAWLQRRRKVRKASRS
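Test system – GST-tagged GASC-1 (JMJD2C) catalytic fragment, aa 2-372 · Medium – HEPES buffer, pH 7.5, plus ascorbate · Reagent – H3K9me3 peptide with Fe(II)/2OG · Compound – one test concentration per compound · Timing – 30 min reaction, 60 min detection, RT · Technique – TR-FRET with Eu antibody and ULight streptavidin, EDTA stop · Read-out basis – inhibition from TR-FRET ratio decrease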
Pf Dd2 growth: P. falciparum Dd2 growth inhibitors, primary screen, SYBR Green fluorescence, single dose replicates; activity change, % at 10 µM; hit rate 2.3% among 94,000; 72 h; hits give low values; in the data active means activity change below about -80%; inconclusive means no clear call, values can overlap the other calls
* hit, by the source's call; ? = inconclusive; . = not tested or not shown; & = joins results of further samples.

SMILES | Tcruzi prolif | C diff growth | KDM4C inh | Pf Dd2 growth
Cc1ccc(-c2cnc3c(c2)C(=O)N([C@@H](C)CO)C[C@H](C)[C@H](CN(C)CC2CCOCC2)O3)cc1 | 20 | 4 | -1.1 | -18
CS(=O)(=O)N1[C@@H](CO)[C@@H](c2ccccc2)C12CN(Cc1cc(F)ccc1F)C2 | . | -2 | -1.5 | -25
CCC(=O)Nc1ccc2c(c1)OC[C@@H](C)N(C(=O)Cc1ccccn1)C[C@@H](C)[C@@H](OC)CN(C)C2=O | 16 | . | -1.3 | 3
COc1ccccc1NC(=O)N1CC(=O)N2[C@H](CO)[C@H](c3ccc(C#Cc4ccc(F)cc4)cc3)[C@H]2C1 | . | 1 | -2.7 | -39
COc1cccc(-c2ccc([C@@H]3[C@@H](CO)N4C(=O)CN(C(=O)NC(C)C)C[C@H]34)cc2)c1 | . | -12 | -0.1 | -4
COCC(=O)N1[C@@H](CO)[C@@H](c2ccccc2)C12CN(C(=O)c1cccc(F)c1)C2 | . | -2 | 1.4 | 25
O=C(N[C@H]1CC[C@H](CCn2cc(-c3ccccc3)nn2)O[C@H]1CO)c1ccccc1F | -22 | 1 | -0.3 | -9
C[C@@H]1CN([C@@H](C)CO)C(=O)c2cc(NC(=O)CCC(F)(F)F)ccc2O[C@@H](C)CCCCO[C@@H]1CN(C)Cc1ccc2c(c1)OCO2 | 26 | 4 | 0.6 | -30
C[C@H](CO)N1C[C@H](C)[C@H](CN(C)Cc2cccnc2)Oc2cc(C#C[C@@H](C)O)ccc2S1(=O)=O | 11 | 4 | . | 18
NCC[C@@H]1CC[C@H](NS(=O)(=O)c2ccc(Cl)cc2)[C@H](CO)O1 | 14 | . | -0.9 | 0
O=C(NCC(F)(F)F)[C@@H]1[C@@H](CO)[C@@H]2Cn3c(cccc3=O)[C@H]1N2CCC(F)(F)F | . | -7 | -0.9 | 71
Cc1ccccc1-c1cnc2c(c1)C(=O)N([C@H](C)CO)C[C@@H](C)[C@@H](CN(C)Cc1cccnc1)O2 | 11 | -2 | 1.8 | 1
CC(C)NC(=O)Nc1ccc2c(c1)C(=O)N([C@H](C)CO)C[C@H](C)[C@@H](CN(C)S(=O)(=O)c1ccc(Cl)cc1)OCCCC[C@H](C)O2 | 52 | 2 | -0.9 | -46
C[C@H](CO)N1C[C@H](C)[C@H](CN(C)S(=O)(=O)c2cn(C)cn2)OCCCC[C@H](C)Oc2ccc(NC(=O)c3ccncc3)cc2C1=O | 42 | -4 | -5.2 | 37
COc1ccc(-c2cnc3c(c2)C(=O)N([C@H](C)CO)C[C@H](C)[C@H](CN(C)Cc2cccc(C(F)(F)F)c2)O3)cc1 | 99 | 12 | 1.0 | -35
COc1ccc(NC(=O)N(C)C[C@@H]2OCCCC[C@H](C)Oc3ccc(NC(=O)c4ccncc4)cc3C(=O)N([C@@H](C)CO)C[C@H]2C)cc1 | 30 | 3 | -3.0 | 1
C[C@H](CO)N1C[C@H](C)[C@@H](CN(C)C(=O)c2cccnc2)Oc2ncc(Br)cc2C1=O | 40&43 | 5&6 | 0.9 | 36&27
O=C(C[C@H]1CC[C@H](NC(=O)Cc2ccccn2)[C@@H](CO)O1)NCCc1ccccc1 | . | -2 | 0.2 | .
O=C(C[C@H]1C=C[C@@H](NS(=O)(=O)c2ccccc2F)[C@@H](CO)O1)NCCCN1CCOCC1 | 28 | 3 | 0.8 | -28
COc1ccc(CN(C)C[C@H]2OCCCC[C@@H](C)Oc3ccc(NC(=O)NC4CCCCC4)cc3C(=O)N([C@@H](C)CO)C[C@H]2C)cc1 | -4 | -9 | -1.5 | -41
CN(C)CC(=O)N1CC(=O)N2[C@H](CO)[C@@H](c3ccc(/C=C/c4ccccc4)cc3)[C@H]2C1 | . | -3 | -3.6 | -39
O=C(C[C@H]1C=C[C@H](NC(=O)c2cccnc2)[C@@H](CO)O1)NCCN1CCCCC1 | -26 | 2 | -1.5 | 15
O=C(N[C@@H]1CC[C@H](CCNC(=O)c2cnccn2)O[C@@H]1CO)c1ccc2c(c1)OCO2 | 5 | . | 1.3 | -9
CO[C@H]1CN(C)C(=O)c2cc(C#N)ccc2OC[C@@H]2O[C@H](CC[C@H]2OC)CCN(C)C(=O)[C@H]1C | -7 | . | 0.0 | 18
CNC[C@@H]1OCCCC[C@H](C)Oc2ccc(NC(=O)Nc3ccc(F)cc3)cc2C(=O)N([C@H](C)CO)C[C@@H]1C | 60 | 4 | 0.7 | 6
C[C@@H]1CN([C@@H](C)CO)C(=O)c2cc(NC(=O)Nc3cccc4ccccc34)ccc2O[C@@H](C)CCCCO[C@@H]1CN(C)Cc1ccc2c(c1)OCO2 | 102* | . | -1.4 | -90*
COCC(=O)N1[C@H](CO)[C@H]2c3ccccc3N(C(=O)C3CC3)C[C@H]21 | 20 | -3 | 0.0 | -15
COc1ccc2c3c([nH]c2c1)[C@@H](CO)N(C(=O)c1ccc(F)cc1)CC31CCN(Cc2cccnc2)CC1 | . | -1 | . | -71
CCCC#Cc1ccc([C@@H]2[C@@H](CO)N3C(=O)CN(S(=O)(=O)Cc4ccccc4)C[C@H]23)cc1 | . | 5 | 0.0 | -27
CN1C(=O)c2cc(NC(=O)C3CC3)ccc2OC[C@H]2O[C@H](CC(=O)NCCc3ccncc3)CC[C@H]21 | -11 | 2 | 3.4 | 16
C[C@H]1CCCCO[C@@H](CN(C)Cc2ccccc2)[C@@H](C)CN([C@@H](C)CO)C(=O)c2cc(NC(=O)Nc3ccc(C(F)(F)F)cc3)ccc2O1 | 82 | 23 | 0.7 | -86*
CO[C@H]1CC[C@@H]2CCN(C)C(=O)CC3(CCCCC3)CN(C)C(=O)c3cccc(C#N)c3OC[C@H]1O2 | -28 | 23 | . | .
CNC[C@@H]1Oc2ccc(NC(=O)NC3CCCCC3)cc2C(=O)N([C@H](C)CO)C[C@@H]1C | 25 | 1 | -0.6 | 17
CO[C@@H]1CN(C)C(=O)c2cc(NC(=O)c3ccc4c(c3)OCO4)ccc2OC[C@@H](C)N(CC2CC2)C[C@H]1C | 40 | . | 1.6 | 6
Cc1noc(C)c1S(=O)(=O)Nc1ccc2c(c1)C(=O)N([C@@H](C)CO)C[C@@H](C)[C@H](CN(C)C)O2 | -12 | 3 | 0.1 | 8
O=S(=O)(c1ccc(F)cc1)N1CCCCN2[C@H](CO)[C@H](c3ccc(-c4ccccc4F)cc3)[C@H]2C1 | 90 | -6 | . | -77
O=C(N[C@@H]1C=C[C@H](CC(=O)N2CCOCC2)O[C@@H]1CO)c1ccc2c(c1)OCO2 | -66 | 2 | -0.7 | 16
CNC[C@H]1Oc2ccc(NC(=O)Nc3ccccc3)cc2C(=O)N([C@@H](C)CO)C[C@@H]1C | 5 | -1 | -0.5 | 8
C[C@H](CO)N1C[C@H](C)[C@H](CN(C)Cc2ccncc2)Oc2ccc(NC(=O)Nc3ccc(C(F)(F)F)cc3)cc2C1=O | . | 12 | 1.4 | 8
COCC#Cc1ccc(CC[C@H]2O[C@H]3CC[C@@H](CO)O[C@H]3C[C@H]2NC(=O)Nc2c(C)noc2C)cc1 | . | 7 | . | -66

Profiles as entered above:
Shown for `C[C@H](CO)N1C[C@H](C)[C@H](CN(C)Cc2ccncc2)Oc2ccc(NC(=O)Nc3ccc(C(F)(F)F)cc3)cc2C1=O` : Tcruzi prolif = .; C diff growth = 12; KDM4C inh = 1.4; Pf Dd2 growth = 8
Shown for `C[C@H]1CCCCO[C@@H](CN(C)Cc2ccccc2)[C@@H](C)CN([C@@H](C)CO)C(=O)c2cc(NC(=O)Nc3ccc(C(F)(F)F)cc3)ccc2O1` : Tcruzi prolif = 82; C diff growth = 23; KDM4C inh = 0.7; Pf Dd2 growth = -86*

Later entries
SMILES | Tcruzi prolif | C diff growth | KDM4C inh | Pf Dd2 growth
CN1C(=O)c2cc(NC(=O)C3CC3)ccc2OC[C@@H]2O[C@H](CC(=O)O)CC[C@@H]21 | . | -6 | 0.2 | 17
C[C@@H]1CN([C@H](C)CO)C(=O)c2cccc(NC(=O)c3ccncc3)c2O[C@H]1CN(C)Cc1ccc(Oc2ccccc2)cc1 | 7 | 8 | -1.1 | -70
C[C@H](CO)N1C[C@H](C)[C@@H](CN(C)S(C)(=O)=O)Oc2ccc(NC(=O)CCN3CCOCC3)cc2C1=O | 28 | 3 | 0.4 | 4
CO[C@@H]1CC[C@@H]2CCOc3ccc(C#N)cc3C(=O)N(C)C[C@@H](C)C(=O)N(C)C[C@H]1O2 | 34 | -5 | -0.8 | .
C[C@@H]1CN([C@@H](C)CO)C(=O)c2cccc(N(C)C)c2O[C@H]1CN(C)Cc1ccc2c(c1)OCO2 | -5 | 6 | 0.6 | 8
C[C@@H]1CN([C@@H](C)CO)C(=O)Cc2cc(NC(=O)c3ccncc3)ccc2O[C@@H]1CN(C)Cc1ccc(-c2ccccc2)cc1 | 48 | -14 | -0.7 | -26
C[C@H](CO)N1C[C@H](C)[C@H](CN(C)S(=O)(=O)c2ccc(Cl)cc2)Oc2ccc(NC(=O)Nc3ccc4c(c3)OCO4)cc2C1=O | 91 | -4 | -0.6 | -17
Cc1noc(C)c1S(=O)(=O)Nc1ccc2c(c1)CC(=O)N([C@H](C)CO)C[C@H](C)[C@H](CN(C)S(C)(=O)=O)O2 | 26 | -1 | 1.8 | 9
C[C@@H]1CCCCO[C@@H](CN(C)C(=O)Nc2ccc3c(c2)OCO3)[C@@H](C)CN([C@@H](C)CO)C(=O)c2cc(NC(=O)Nc3ccc(C(F)(F)F)cc3)ccc2O1 | . | 12 | 0.2 | -92*
O=C(O)C[C@@H]1CC[C@@H](NC(=O)c2ccccc2F)[C@@H](CO)O1 | . | -4 | -1.0 | 14

3 structures out of the list, sorted by heavy-atom count, high to low.
SMILES | Tcruzi prolif | C diff growth | KDM4C inh | Pf Dd2 growth
C[C@@H]1CN([C@H](C)CO)C(=O)c2cccc(NC(=O)c3ccncc3)c2O[C@H]1CN(C)Cc1ccc(Oc2ccccc2)cc1 | 7 | 8 | -1.1 | -70
Cc1noc(C)c1S(=O)(=O)Nc1ccc2c(c1)CC(=O)N([C@H](C)CO)C[C@H](C)[C@H](CN(C)S(C)(=O)=O)O2 | 26 | -1 | 1.8 | 9
CO[C@@H]1CC[C@@H]2CCOc3ccc(C#N)cc3C(=O)N(C)C[C@@H](C)C(=O)N(C)C[C@H]1O2 | 34 | -5 | -0.8 | .

(more compounds)
SMILES | Tcruzi prolif | C diff growth | KDM4C inh | Pf Dd2 growth
C[C@@H]1CN([C@H](C)CO)C(=O)c2cc(NC(=O)Cn3cnnn3)ccc2O[C@H]1CN(C)Cc1ccc2c(c1)OCO2 | -11 | -2 | 0.0 | 30
O=C(Nc1ccccc1)N1CCCCN2[C@H](CO)[C@@H](c3ccc(-c4ccccc4)cc3)[C@@H]2C1 | ? | 21 | -0.9 | -29
CO[C@@H]1CC[C@@H]2CCOc3c(C#N)cccc3C(=O)N(C)C[C@H](C)C(=O)N(C)C[C@H]1O2 | 15 | . | -1.6 | 10
O=C(NC1Cc2ccccc2C1)[C@@H]1[C@@H](CO)[C@@H]2Cn3c(ccc(C4=CCCCC4)c3=O)[C@@H]2N1CC1CC1 | . | -1 | 0.6 | -18
O=C(Nc1cc(F)ccc1F)N1CCCCN2[C@H](C1)[C@H](c1ccc(C3=CCCCC3)cc1)[C@@H]2CO | 78 | 11 | 0.0 | 6
O=C(CCN1CCCCC1)NCC[C@@H]1CC[C@@H](NS(=O)(=O)c2cccc(Cl)c2)[C@H](CO)O1 | -24 | . | -1.4 | 22
C[C@H](CO)N1C[C@H](C)[C@@H](CN(C)Cc2ccncc2)Oc2c(NC(=O)c3nc4ccccc4s3)cccc2C1=O | . | -1 | -3.2 | -55
CCC(=O)Nc1ccc2c(c1)C(=O)N(C)C[C@H](OC)[C@@H](C)CN(Cc1cccnc1)[C@H](C)CO2 | -401 | -1 | 0.9 | 33
COc1ccc(S(=O)(=O)Nc2ccc3c(c2)C(=O)N([C@@H](C)CO)C[C@@H](C)[C@@H](CN(C)Cc2ccncc2)OCCCC[C@H](C)O3)cc1 | 64 | -5 | 0.5 | -39
C[C@H](CO)N1C[C@H](C)[C@@H](CN(C)CC2CCCCC2)Oc2ccc(N(C)C)cc2CC1=O | 34 | 0 | . | -6
CN1C(=O)c2cc(NC(=O)Nc3ccccc3F)ccc2OC[C@H]2O[C@H](CC(=O)NCc3ccc(-c4ccccc4)cc3)CC[C@@H]21 | 56 | -1 | 0.9 | -27
COc1ccccc1CNC(=O)C[C@H]1C[C@H]2c3cc(NC(=O)Nc4ccc(C(F)(F)F)cc4)ccc3O[C@H]2[C@@H](CO)O1 | 123* | 8 | -0.1 | -33
C[C@H](O)C#Cc1ccc2c(c1)O[C@H](CN(C)C(=O)Nc1ccccc1)[C@@H](C)CN([C@@H](C)CO)S2(=O)=O | 70 | 0 | . | -35
